hK5 inh = human KLK5 protease inhibitors, primary screen, biochemical, 1536-well. Kallikrein-5 (Homo sapiens), Q9Y337. recombinant hK5, fluorogenic AMC substrate cleavage. inhibition, % at 5 µM. 0.59% of 210,000 active. AID 873, 2007;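 active = inhibition of 40% or more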;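 note: 0% = enzyme controls without compound and 100% = no-enzyme blanks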
Target sequence (Q9Y337 67-293 limits assumed): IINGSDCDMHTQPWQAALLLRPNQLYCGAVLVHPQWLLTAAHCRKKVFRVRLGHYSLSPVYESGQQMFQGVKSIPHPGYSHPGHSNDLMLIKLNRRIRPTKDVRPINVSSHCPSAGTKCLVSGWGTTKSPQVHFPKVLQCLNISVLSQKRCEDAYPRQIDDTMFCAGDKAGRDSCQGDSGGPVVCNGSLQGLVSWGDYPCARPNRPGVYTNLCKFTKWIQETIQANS
14-3-3 Bad inh = inhibitors of 14-3-3 zeta/Bad binding, primary screen, biochemical, TR-FRET, bovine 14-3-3 zeta. TR-FRET 14-3-3zeta/Dy647-pBad peptide displacement, 1 h. inhibition, % at 21.7 µM. 0.71% of 220,000 active. 14-3-3 protein zeta/delta (Bos taurus), P63103;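 active = inhibition above about 70%, limit read from the data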;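 note: 0% = full 14-3-3 plus peptide FRET controls and 100% = background without 14-3-3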
Wee1 stabilizer = Wee1 degradation inhibitors, primary screen, cell-based, HeLa, Wee1K328M-luciferase, luminescence; 1.2% of 220,000 active; reporter increase, % at 5 µM; HeLa Luc-Wee1K328M stability; 100% = proteasome inhibitor MG132 effect; Wee1-like protein kinase (Homo sapiens), P30291;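 active = activation above the mean of all tested compounds plus 3 SD, set per screening run, cut at about 8.8% in these data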;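 note: cells exposed to compound for 20 h before luminescence read; 0% = DMSO alone and 100% = MG132 at 30 µM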
p97 ATPase inh = inhibitors of human p97 ATPase, primary screen, biochemical; Transitional endoplasmic reticulum ATPase (Homo sapiens), P55072; recombinant p97 ATPase, Kinase-Glo ATP luminescence, 3 h; inhibition, % at 8 µM; 0.42% of 220,000 active; in the data active = inhibition above about 15%;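 note: 0% = DMSO vehicle and 100% = wells lacking enzyme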
Target sequence (P55072 whole entry, looked up): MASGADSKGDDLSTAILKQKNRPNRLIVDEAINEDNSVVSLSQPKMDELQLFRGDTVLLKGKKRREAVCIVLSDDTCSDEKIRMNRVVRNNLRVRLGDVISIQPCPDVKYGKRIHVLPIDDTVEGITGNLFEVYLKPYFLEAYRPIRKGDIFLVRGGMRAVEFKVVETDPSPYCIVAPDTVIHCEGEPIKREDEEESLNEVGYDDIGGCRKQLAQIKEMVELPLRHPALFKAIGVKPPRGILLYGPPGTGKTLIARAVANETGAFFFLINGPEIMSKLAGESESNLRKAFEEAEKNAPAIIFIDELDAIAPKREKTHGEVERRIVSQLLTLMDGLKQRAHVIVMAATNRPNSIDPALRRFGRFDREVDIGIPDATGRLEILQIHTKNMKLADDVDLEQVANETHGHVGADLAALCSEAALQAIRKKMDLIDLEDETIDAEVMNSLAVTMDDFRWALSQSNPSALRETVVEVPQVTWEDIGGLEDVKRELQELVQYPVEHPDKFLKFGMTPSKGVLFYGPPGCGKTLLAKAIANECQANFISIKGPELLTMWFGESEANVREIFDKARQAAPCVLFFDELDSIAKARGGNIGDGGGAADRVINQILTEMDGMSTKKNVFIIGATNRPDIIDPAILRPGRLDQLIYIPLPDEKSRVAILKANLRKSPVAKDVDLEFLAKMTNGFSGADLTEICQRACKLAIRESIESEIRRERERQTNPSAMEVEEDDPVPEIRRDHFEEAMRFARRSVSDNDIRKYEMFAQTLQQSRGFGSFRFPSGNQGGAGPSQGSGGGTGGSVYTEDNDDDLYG
FXIa inh 1536 = human FXIa protease inhibitors, primary screen, biochemical, 1536-well; 0.14% of 220,000 active; inhibition, % at 5 µM; Coagulation factor XI (Homo sapiens), P03951; purified FXIa, Boc-Glu-Ala-Arg-AMC fluorogenic substrate;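 active = inhibition of at least 40%; inactive = inhibition below 40%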;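 note: fluorescence of freed AMC excited at 355 nm; 0% = enzyme without compound and 100% = no enzyme blank; many of its hits are not listed in these tables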
eIF4E 4G PPI = eIF4E–eIF4G protein interaction inhibitors, primary screen, biochemical, uHTS, TR-FRET, eIF4GI fragment; Eukaryotic translation initiation factor 4E (Mus musculus) + Eukaryotic translation …; TR-FRET eIF4E-eIF4GI(517-606) binding, 2 h; inhibition, % at 21.7 µM; 0.37% of 220,000 active;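 active = inhibition above about 30%, limit read from the data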;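 note: 0% = full FRET control wells and 100% = background wells lacking eIF4GI fragment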
FXIIa inh 1536 = human FXIIa protease inhibitors, primary screen, biochemical, 1536-well; purified FXIIa, Boc-QGR-AMC fluorogenic substrate, 2 h; inhibition, % at 5 µM; 0.3% of 220,000 active; AID 800, 2007; in the data active = inhibition above about 40%;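 note: 0% = enzyme with no compound and 100% = blank without enzyme; many of its hits are not listed in these tables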
Rad51 HR inh = human RAD51 strand exchange inhibitors, primary screen, biochemical, fluorescence; DNA repair protein RAD51 homolog 1 (Homo sapiens), Q06609; AID 1385, 2008; 0.085% of 200,000 active; inhibition, % at 10 µM; hRad51 DNA strand exchange, fluorescence dequenching;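 active = inhibition above 40% at the single screening dose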;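 note: 0% = DMSO control wells and 100% = blanks with heterologous ssDNA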
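Material: Human Rad51 nucleoprotein filaments preassembled on unlabelled ssDNA | Also added: Labelled 47-mer dsDNA for strand exchange | Dosing: Single dose, 10 µM final compound | Schedule: 30-min compound preincubation and 15-min exchange, both room temperature | Technique: Fluorescence dequenching at 485/520 nm | Measure: Percent inhibition relative to plate controls and blanks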
MDM2 E3 inh = MDM2-luciferase reporter signal enhancers, primary screen, MDM2 E3 ligase inhibitor project, cell-based, luminescence, 1536-well. E3 ubiquitin-protein ligase Mdm2 (Homo sapiens), Q00987. cell-based MDM2 ubiquitination luciferase reporter, 2 h; 0 = plate control, 100 = twice control, blank-subtracted. signal enhancement, % at 5 µM. 0.11% of 210,000 active. AID 1230, 2008;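 active = signal enhancement of 30% or more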;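 note: luminescence tracks abundance of the self-degrading MDM2-luciferase fusion protein; higher signal means inhibition of MDM2 E3 ligase activity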
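System: stable MDM2–luciferase fusion reporter cells / Input: 2000 cells seeded into each well / Schedule: 4 h settle plus 2 h compound, 37 °C / Compound: single-point 5 µM / Buffer or medium: cells held in DMEM / Benchmarks: control and blank well means / Evaluation: percent signal gain over controls, blank-subtracted / Measured by: luciferase luminescence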
* hit, by the source's call; · = not tested or not shown; [ ] = another dose, or the depositor's remark. Outcome played no part in choosing rows. Share with any hit: about 3.5%.

SMILES | hK5 inh | 14-3-3 Bad inh | Wee1 stabilizer | p97 ATPase inh | FXIa inh 1536 | eIF4E 4G PPI | FXIIa inh 1536 | Rad51 HR inh | MDM2 E3 inh
CCN(CC)CCN1C(=O)C(=O)/C(=C(/O)c2ccc(Cl)cc2)C1c1ccncc1 (configuration not stated) | -0.5 | 5.3 | 2.8 | 4.7 | 2.4 | 1.3 | 3.9 | -11.1 | 0.2
N#C/C(=C\c1cn(Cc2cccc(F)c2)c2ccccc12)C(=O)NCc1ccco1 | -8.6 | -10.5[fluorescence artefact?] | -1.3 | 0.3 | 3.1 | 2.5 | 9.9 | · | 4.1
COc1ccccc1N(Cc1cc(=O)[nH]c2ccccc12)C(=O)c1ccc([N+](=O)[O-])cc1 | 1.1 | 2.6 | -3.9 | 13.1 | -3.2 | 4.0 | 4.7 | 16.0 | 9.4
CCOC(=O)N1CCN(C(=O)CN(Cc2ccc(Cl)cc2)S(=O)(=O)c2ccc(C)cc2)CC1 | -21.4 | -4.0 | -0.8 | 0.2 | 0.9 | 7.4 | 19.4 | 0.2 | -2.5
COc1cccc(/C=N/n2c(-c3ccco3)nc3ccccc3c2=O)c1OC | -2.3 | 6.3[fluorescence artefact?] | -0.3 | 3.1 | 14.9 | 6.9 | 12.6 | · | -12.3
O=C(COc1ccc(F)cc1)Nc1nccs1 | 0.5 | -0.1 | -0.4 | -8.6 | -10.8 | -2.5 | -0.3 | -4.0 | -19.4
CCOC(=O)C(NC(=O)Nc1ncccn1)(Oc1ccccc1)C(F)(F)F (configuration not stated) | -27.8 | -6.6[fluorescence artefact?] | 1.6 | -0.3 | -3.9 | 0.3[fluorescence artefact?] | -1.9 | -9.7 | -13.4
CCOC(=O)c1nc(C)n(-c2ccc(Cl)cc2Cl)n1 | 1.4 | -15.6 | 1.4 | -6.3 | 9.9 | 2.7 | 1.1 | 11.0 | 8.5
O=C(Nc1ccccc1N1CCOCC1)c1ccc2c(c1)C(=O)N(Cc1ccncc1)C2=O | -2.6 | 9.7[fluorescence artefact?] | -2.7 | 5.9 | 1.4 | 0.9 | -8.0 | 2.2 | -7.3
COc1ccc(NC(=O)c2ccc([N+](=O)[O-])cc2[N+](=O)[O-])c(OC)c1 | -2.0 | -4.1 | 3.1 | 2.9 | 2.7 | -0.8 | 1.8 | -7.6 | 3.0
N#CCCN(C(=O)CSc1nc2nc(-c3cccs3)cc(C(F)(F)F)c2c(=O)[nH]1)c1ccccc1 | -7.2 | -3.7 | 1.9 | -1.0 | -5.4 | -0.8 | -1.9 | 1.3 | -10.2
Nn1c(COc2ccc(Cl)cc2)n[nH]c1=S | 14.9 | -9.1 | 2.4 | 1.9 | 0.4 | -2.4 | 6.9 | -2.8 | -11.9
O=C(/C=C/Nc1cccc([N+](=O)[O-])c1)c1cccs1 | 0.1 | -1.2[fluorescence artefact?] | 6.6 | 5.4 | 19.5 | -2.1[fluorescence artefact?] | 22.1 | -2.1 | -23.3
CCn1nc(C)c(CN2CCN(Cc3ccsc3)C(CCO)C2)c1C (configuration not stated) | 1.9 | -16.4 | 7.9 | 1.3 | -0.7 | 2.4 | 14.0 | 7.2 | -5.8
COc1cc(NC(=O)c2cc(C(C)C)on2)cc(OC)c1OC | -20.9 | -3.6 | 0.3 | -0.3 | 4.2 | -1.2 | 6.9 | -3.5 | -14.3
Cc1nc(N)sc1-c1csc(Nc2ncccn2)n1 | -0.3 | 89.1* | 0.7 | 6.3 | -4.4 | -47.4 | 0.2 | 10.1 | -22.6
NS(=O)(=O)c1ccc(CCNC(=O)/C=C/c2ccccc2[N+](=O)[O-])cc1 | 5.1 | -8.5 | -3.9 | 2.2 | 0.5 | 1.1 | 8.4 | 8.4 | -6.9
CC1C2CC(C/C2=N/NC(=O)c2cccs2)C1(C)C (configuration not stated) | -22.1 | -6.9 | 1.7 | 0.1 | -5.3 | 0.9 | 1.9 | 13.6 | -9.2
CS(=O)(=O)N1CCN(c2ccc(NC(=S)NC(=O)c3ccc4c(c3)OCO4)cc2)CC1 | -5.8 | -8.9 | 6.8 | 4.3 | -4.5 | 0.9 | -1.9 | 1.8 | -7.8
C=CCSc1nnc(Cc2cc(=O)[nH]c(=O)[nH]2)n1-c1cc(C)ccc1C | -1.2 | -4.8 | 5.4 | 5.9 | 17.6 | -3.1 | 30.4 | 1.8 | -19.7
O=C(Nc1ccccc1N1CCOCC1)C1CCN(S(=O)(=O)c2ccc(Cl)cc2)CC1 | -1.1 | -3.7 | -2.7 | 1.6 | -2.8 | -12.6 | 4.4 | · | ·
COC(=O)c1ccc(/C=N/NC(=O)c2cccc(F)c2)cc1 | -5.3 | -0.6 | 0.8 | -5.8 | -4.8 | 1.5 | -2.2 | -10.4 | 5.4
COc1ccccc1NC(=O)Cn1c(=O)n(CCc2c[nH]c3ccccc23)c(=O)c2cccnc21 | -6.3 | -4.7 | 3.3 | 7.0 | 4.7 | -0.2 | 5.1 | · | ·
N/C(=N\OC(=O)Cc1cccc2ccccc12)c1ccccn1 | -0.6 | 0.0 | 0.7 | 2.7 | 4.6 | 6.6 | 9.8 | 4.8 | 4.4
COc1ccccc1/C=N/NC(=O)c1ccccc1NS(=O)(=O)c1ccc(C)cc1 | -12.5 | -2.6 | -0.3 | -2.2 | -6.2 | 2.5 | -2.9 | 8.3 | 4.5
O=C(/C=C/c1ccco1)NC1CCCC1 | 0.0 | -8.1 | -0.7 | 5.9 | -1.9 | 3.1 | 6.1 | 14.1 | -23.0
Cc1ccccc1C1=N/C(=C/c2cccnc2)C(=O)O1 | 1.3 | 2.0 | 2.8 | 0.8 | -2.3 | -1.1 | 12.8 | 3.7 | 6.9
N/C(=N\OC(=O)CCC1CCCC1)c1cccc([N+](=O)[O-])c1 | -3.1 | 6.3 | -0.9 | 7.8 | 1.8 | -0.1 | 5.3 | -5.0 | -5.8
CC(C)N(C(=O)COC(=O)c1ccccc1C(=O)N1CCN(c2ccc(F)cc2)CC1)C(C)C | -11.8 | 0.3 | -0.7 | 3.2 | -3.8 | 10.3 | -3.1 | -10.6 | -18.2
CCOc1ccc(OCC)c(NC(=O)CCSCCc2ccccn2)c1 | · | 4.6 | 1.4 | -6.5 | -2.4 | 1.0 | 7.1 | · | ·
CN(C)c1nc(N)c([N+](=O)[O-])c(NCCO)n1 | -9.0 | -4.8 | 1.3 | 1.1 | 4.2 | 14.2[fluorescence artefact?] | 7.2 | 9.0 | 8.1
CC1CC(CC(=O)NNc2nc(-c3ccccc3)cs2)C(=O)O1 (configuration not stated) | -12.3 | -16.7 | 1.2 | 1.8 | -6.5 | 0.3 | 0.9 | 21.4 | -5.3
COc1ccccc1OCCSc1nc(C)c(Cc2ccccc2)c(=O)[nH]1 | 2.2 | -4.1 | 0.4 | 1.2 | 4.4 | -4.2 | 14.0 | 20.5 | ·
COc1ccc(S(=O)(=O)NC(C)C(=O)Nc2cccc(C(C)=O)c2)cc1 (configuration not stated) | -10.1 | 1.2 | -0.5 | -5.3 | -13.9 | -4.7 | 4.2 | 1.9 | 5.9
O=S(=O)(NCc1ccccc1F)c1cccc(S(=O)(=O)N2CCOCC2)c1 | 6.0 | -7.5 | 3.7 | 4.0 | -1.4 | 1.2 | 4.4 | -9.6 | -9.0
c1ccc([C@H]2CC3C[C@@H](c4ccccc4)N2O3)cc1 | 0.8 | 0.9 | -0.6 | -7.2 | 6.1 | -10.1 | 13.9 | -6.5 | -16.2

Record cards (already shown):
Record of CC1CC(CC(=O)NNc2nc(-c3ccccc3)cs2)C(=O)O1 (configuration not stated) → hK5 inh = -12.3; 14-3-3 Bad inh = -16.7; Wee1 stabilizer = 1.2; p97 ATPase inh = 1.8; FXIa inh 1536 = -6.5; eIF4E 4G PPI = 0.3; FXIIa inh 1536 = 0.9; Rad51 HR inh = 21.4; MDM2 E3 inh = -5.3
Record of Cc1ccccc1C1=N/C(=C/c2cccnc2)C(=O)O1 → hK5 inh = 1.3; 14-3-3 Bad inh = 2.0; Wee1 stabilizer = 2.8; p97 ATPase inh = 0.8; FXIa inh 1536 = -2.3; eIF4E 4G PPI = -1.1; FXIIa inh 1536 = 12.8; Rad51 HR inh = 3.7; MDM2 E3 inh = 6.9

The list goes on.
SMILES | hK5 inh | 14-3-3 Bad inh | Wee1 stabilizer | p97 ATPase inh | FXIa inh 1536 | eIF4E 4G PPI | FXIIa inh 1536 | Rad51 HR inh | MDM2 E3 inh
COc1ccc(NC(=O)CN(C)CC(=O)Nc2cccc(C(F)(F)F)c2)cc1 | -3.1 | -6.9 | -2.3 | 2.3 | -2.3 | -0.1 | 4.0 | 0.1 | -3.4
CCOc1cc(C)nc(N2CCC(C(=O)Nc3ccccc3OCC)CC2)n1 | -6.8 | -2.8 | -2.2 | 3.1 | 9.1 | 0.7 | 20.8 | 7.0 | -3.0
COc1ccc(C(=O)C(CN2CCCC2)c2ccccc2)cc1 (configuration not stated) | -9.7 | 11.5 | -0.2 | 1.6 | -1.0 | -0.7 | 11.3 | 2.6 | -16.2
COC(=O)c1ccnc(/C=N/O)c1 | 2.9 | 7.5[fluorescence artefact?] | -0.6 | -0.1 | 6.0 | -0.5[fluorescence artefact?] | 11.5 | -2.9 | -4.4
Cc1cc(OC(=O)N2CCCCC2)cc(C)c1Cl | -26.5 | 7.9 | 6.5 | -0.1 | -5.2 | -2.4[fluorescence artefact?] | 0.4 | 1.8 | -12.5
Cc1cc(Cl)ccc1NC(=S)NCc1ccco1 | -8.8 | -0.3[fluorescence artefact?] | 4.4 | 4.6 | -3.0 | -4.5 | 2.9 | -5.7 | -15.2
Cc1ccc(-c2ccccc2NC(=O)C2C3C=CC(C3)C2C(=O)O)o1 (configuration not stated) | 2.6 | -1.9 | -2.6 | 3.5 | 5.8 | -3.0 | 11.3 | 6.8 | -43.3
Cc1ccccc1NC(=S)NCCc1ccccc1 | -11.0 | -9.6 | -1.4 | 4.2 | -1.0 | -2.8 | 8.4 | · | -4.3
O=P(O)(O)C(O)C(F)(F)C(F)(F)C(F)(F)C(F)F (configuration not stated) | 0.6 | 48.5[fluorescence artefact?] | -0.1 | 5.2 | -6.3 | 1.1[fluorescence artefact?] | 1.8 | -3.2 | -18.6
O=C(c1ccccn1)N1CCN(S(=O)(=O)c2ccc3ccccc3c2)CC1 | -14.9 | -10.0 | -1.5 | 3.5 | -3.0 | -0.6 | 2.4 | 0.6 | 1.5
CC(=O)COc1nc2c(c(-c3ccco3)c1C#N)CCc1ccccc1-2 | -14.7 | 1.9 | 3.4 | 3.0 | -4.7 | -0.3 | -7.2 | -19.8 | -0.2
O=C(NC1CCCCCC1)C(=S)NC1CCCCC1 | -14.3 | -10.4 | 5.4 | -0.7 | -1.9 | -7.7 | 0.9 | -4.7 | -26.6

Screens as filed in PubChem BioAssay.
